Screening results deposited in PubChem by National Center for Advancing Translational Sciences (NCATS).
PTHR1 agonist = qHTS for PTHR1 Agonists: Primary Screen; Parathyroid hormone/parathyroid hormone-related peptide receptor (Homo sapiens), Q03431; HEK293 GP2 PTHR1 cells, GloSensor cAMP luminescence, 1 h; Potency, µM (titrated, usually from 115 µM), without a hit: at the top dose activation, hits mostly activators; 0.075% of 410,000 active; further: potency means the concentration at half of the fitted maximal effect; nearly all actives have a fitted effect of over 55% in size; some results filed as inactive show a strong effect at the top dose; inactives centre near -15; many of its hits are not listed in these tables
Target sequence (Q03431 whole entry, looked up): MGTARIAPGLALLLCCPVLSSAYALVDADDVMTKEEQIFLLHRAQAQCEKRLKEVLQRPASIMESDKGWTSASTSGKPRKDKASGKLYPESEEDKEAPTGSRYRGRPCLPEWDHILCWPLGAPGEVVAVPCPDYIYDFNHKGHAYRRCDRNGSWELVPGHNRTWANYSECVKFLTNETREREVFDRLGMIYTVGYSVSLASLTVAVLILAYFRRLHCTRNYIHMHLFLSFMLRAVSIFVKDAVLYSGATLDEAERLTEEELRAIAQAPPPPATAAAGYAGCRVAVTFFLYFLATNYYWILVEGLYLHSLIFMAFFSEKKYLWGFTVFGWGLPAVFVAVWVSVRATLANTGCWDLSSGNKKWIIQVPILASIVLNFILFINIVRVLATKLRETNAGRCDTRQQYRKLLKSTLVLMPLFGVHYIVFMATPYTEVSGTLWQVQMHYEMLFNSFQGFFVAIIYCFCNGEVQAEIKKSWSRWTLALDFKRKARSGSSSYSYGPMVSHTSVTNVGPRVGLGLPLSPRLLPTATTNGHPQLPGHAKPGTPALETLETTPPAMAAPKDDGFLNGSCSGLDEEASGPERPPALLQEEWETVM
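HEK-293-derived GP2 cells expressing PTHR1 and a GloSensor cAMP reporter, 3,000/well, plated overnight, given luciferin plus IBMX (each 0.5 mM as added) for 1 h at 37 °C, then compound for 1 h at 37 °C. Luminescence was read after 15 min at room temperature.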
EPAC2 agonist = qHTS for Agonist of cAMP-regulated guanine nucleotide exchange factor 4 (EPAC2): primary screen; Rap guanine nucleotide exchange factor 4 (Homo sapiens), Q8WZA2; EPAC2 activation, biochemical qHTS; response scale: 100% = 6.5 mM cAMP response; Potency, µM (titrated, usually from 154 µM), for the others: at the top dose activation, usual class: activators; 0.079% of 360,000 active; AID 720711, 2013; further: potency means the concentration at half of the fitted maximal effect; nearly all actives have a fitted effect of over 50% in size
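In this primary screen, activation is scored as increased exchange of BODIPY-GDP from Rap1B by 100 nM EPAC2, with 50 uM GDP as competitor. Signal is normalized to the 6.5 mM cAMP agonist control.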
DRD3 antagonist = qHTS of D3 Dopamine Receptor Antagonist: qHTS; D3R cells, DiscoveRx beta-arrestin luminescence, antagonist mode; hits give low values; 2.5% of 360,000 active; D(3) dopamine receptor (Homo sapiens), P35462; max response, negative = inhibition, %; AID 652054, 2013; in the data active means max response below about -50%; inconclusive means no clear call, values can overlap the other calls; further: on the % scale 0 is the no-effect control and ±100 the full control effect; mostly tested at two doses, the higher about 12 µM
Target sequence (P35462 whole entry, looked up): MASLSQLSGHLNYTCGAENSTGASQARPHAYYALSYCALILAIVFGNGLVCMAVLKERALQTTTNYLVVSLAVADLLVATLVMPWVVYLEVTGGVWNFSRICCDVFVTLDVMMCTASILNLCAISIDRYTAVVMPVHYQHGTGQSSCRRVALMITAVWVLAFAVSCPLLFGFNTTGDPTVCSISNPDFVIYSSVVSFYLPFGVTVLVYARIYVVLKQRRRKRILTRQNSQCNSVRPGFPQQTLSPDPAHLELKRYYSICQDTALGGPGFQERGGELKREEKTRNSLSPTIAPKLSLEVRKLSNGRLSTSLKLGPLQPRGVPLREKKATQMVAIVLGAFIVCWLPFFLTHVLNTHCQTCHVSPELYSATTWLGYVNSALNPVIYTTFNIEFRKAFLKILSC
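Cells plated overnight at 1500 cells/well, then exposed to library compounds with dopamine controls for 90 minutes at 37 degrees C. DiscoveRx reagent added for 30–60 minutes at room temperature; luminescence read, quantitative HTS format.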
D3 ag = qHTS of D3 Dopamine Receptor Agonist: qHTS | D(3) dopamine receptor (Homo sapiens), P35462 | D3R DiscoveRx beta-arrestin cells, luminescence, 90 min | max activation, % | 0.58% of 410,000 active | AID 652048, 2013; in the data active means max activation above about 30%; further: 0% is about no effect; mostly tested at two doses, the higher about 12 µM
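Cells at 1500/well, incubated overnight, then treated with pinned compounds (dopamine as control) for 90 min at 37 degrees C. DiscoveRx reagent added for 30 - 60 minutes at room temperature; luminescence read.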
pAkt inh = HTS Assay for Inhibitors of Akt Phophorylation: Primary Screen; Neuro2A IGF-stimulated pAkt S473 HTRF, 20 min; hits give low values; activity change, % for hits at 50 µM; 0.32% of 360,000 active; AID 651550, 2012; in the data active means activity change below about -80%; inconclusive means mostly about -51% to -80%; further: on the % scale 0 is the no-effect control and ±100 the full control effect
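Neuro2A cells in DMEM with 0.5% FBS, overnight at 37 deg C, given compound at single 50 µM final, then IGF (6 nM final) for 20 min at 37 deg C. Lysed; phospho-Akt Ser473 by HTRF after 24 h, 665/615 ratio.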
EPAC2 antagonist = qHTS for Antagonist of cAMP-regulated guanine nucleotide exchange factor 2 (EPAC2): primary screen. Potency, µM (highest dose often 114 µM), for the others: top-dose activity, negative = inhibition, most hits filed as inhibitors. AID 720708, 2013. EPAC2 GEF exchange of Rap1B-BODIPY-GDP, fluorescence. 0.18% of 360,000 active. Rap guanine nucleotide exchange factor 4 (Homo sapiens), Q8WZA2; further: potency means the concentration at half of the fitted maximal effect; on the % scale 0 is the no-effect control and ±100 the full control effect; nearly all actives have a fitted effect of over 45% in size; many of its hits are not listed in these tables
MmCpn inh = Inhibitors of TCP-1 ring complex (TRiC) of Methanococcus maripaludis (MmCpn): qHTS; Chaperonin Mm-Cpn (Methanococcus maripaludis); purified Mm-Cpn ATPase, ADP Transcreener TR-FRET; Potency, µM (series often up to 76.9 µM), inactives show at the highest dose activity, negative = inhibition, actives largely listed as inhibitors; 0.031% of 330,000 active; further: potency means the concentration at half of the fitted maximal effect; on the % scale 0 is the no-effect control and ±100 the full control effect; nearly all actives have a fitted effect of over 80% in size
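Purified archaeal chaperonin (25 nM final) was preincubated with compound for 10 min at 37°C, then ATP (10 uM final) was added for 30 min at 37°C in Tris pH 7.4/KCl/MgCl2/DTT buffer. ADP was quantified by HTRF Transcreener TR-FRET.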
CCT chaperon mod = High-Throughput Screening for Modulators of Cytosolic Chaperonin Activity | purified chaperonin ATPase assay, HTRF ADP detection, 30 min | activity change, % (concentration not given with the values), hits read low | 0.3% of 360,000 active | AID 651819, 2012; in the data active means activity change below about -30%; further: on the % scale 0 is the no-effect control and ±100 the full control effect
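First, chaperonin was dispensed at 40 nM or 20 nM final depending on batch activity. Next, compounds were pinned at 76 uM and ATP added at 10 uM. After 30 min at 37 °C, ADP detection reagents ran 30 min at ambient temperature.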
* marks the source's active call; other numbers are inactive results; i = inactive; ? = inconclusive; / = no result given; [ ] = another dose, or the depositor's remark. Unless noted, the call rests on the fitted dose curve; in most records, active means well fitted curve in the direction sought with a large enough effect; inconclusive means small, poorly fitted or top-dose-only effect, or another doubt; inactive means no such curve, though single readings can be large; an effect the other way counts as inactive or inconclusive. A portion of the library (hit frequency here may not be typical).

SMILES	PTHR1 agonist	EPAC2 agonist	DRD3 antagonist	D3 ag	pAkt inh	EPAC2 antagonist	MmCpn inh	CCT chaperon mod
CCCC(c1nnnn1C(C)(C)CC)N1CCN(C(=O)c2ccco2)CC1 (centres undefined)	-9%	5%	2	5	i	-3%	0%	-3.2
CN(C(=O)c1cccc(NC(=O)Cc2ccc(NC(=O)C3CCCN(C(=O)C4CCCCC4)C3)cc2)c1)C1CC1 (centres undefined)	i	3%	12	12	i	-11%	/	-1.4
Cc1cc(=O)[nH]c(NC(=O)Cc2ccccc2)n1	-16%	7%	22	1	i	-9%	/	-0.3
COc1ccc(CNC(=O)C/C(C)=N/NC(=O)Cc2ccc(OC)cc2)cc1	i	5%	15	2	i	16%	5%	2.8
Cc1nc2sc(-c3ccccc3)cc2c(=O)n1N	i	7%	5	2	i	5%	-2%	1.5
CCCN(C(=O)CSc1cc(-c2ccccc2)c2ccc(OC)cc2n1)C1CCS(=O)(=O)C1 (centres undefined)	i	8%	9	5	i	0%	-12%	-0.2
CCOc1ccc(NC(=O)n2ncc3c(C)cccc32)cc1	-27%	7%	-7	-4	i	-30%	2%	-4.3
CC1(C(=O)NS(=O)(=O)c2ccc(Cl)cc2)CCN1C(=O)COc1ccc(Cl)cc1 (centres undefined)	-2%	-1%	-11	-3	i	0%	/	-2.9
COC(=O)CSc1ncnc2scc(-c3ccccc3)c12	i	-2%	14	4	i	?	-3%	0.1
COc1ccc(C(CNC(=O)Nc2cccc(C)c2)N2CCN(C)CC2)cc1 (centres undefined)	i	3%	2	-2	i	0%	-1%	-2.5
COc1ccc(N2CCN(C(=S)NC(=O)c3cccs3)CC2)c([N+](=O)[O-])c1	-12%	11%	?	-6	i	-10%	1%	-2.4
COc1cc(/C=N/NC(=O)Cc2nnc(NC(=O)c3ccccc3)s2)ccc1O	i	-4%	10	-1	i	1%	-1%	-1.8
O=C(Cn1nc(Cl)nc1Cl)c1ccccc1	i	1%	4	-5	i	-2%	-3%	0.4
Cc1ccc(C(=O)OC2CCS(=O)(=O)c3sccc32)cc1 (centres undefined)	-8%	10%	-18	3	i	6%	-1%	-17
CCCNCc1cc(OC)c(OCC(=O)NCCc2ccccc2)cc1Br	-4%	13%	?	-23	i	2%	0%	-0.4
CC(=O)NCC(=O)N1CCCC(C(=O)c2ccc3c4c(cccc24)CC3)C1 (centres undefined)	-22%	6%	-10	1	i	9%	-3%	-0.3
c1csc(-c2ccc(N3CCOCC3)nn2)c1	-26%	5%	-1	-4	i	2%	-3%	-1.2
C=C(C)c1cccc(C(C)(C)NC(=O)Nc2cc(C)ccn2)c1	-32%[inhibitor]	-11%	13	25	i	-6%	1%	-2.2
COCCNc1nc2nonc2nc1N(C)Cc1cccc2cnccc12	i	8%	-9	1	i	1%	-1%	-0.8
CCCCC1(C)NC(=O)N(CC(=O)Nc2ccc(S(=O)(=O)N3CCOCC3)cc2)C1=O (centres undefined)	i	3%	-15	-3	i	7%	0%	1.6
CC1(C(=O)Nc2ccc(Cl)c(C(F)(F)F)c2)Cc2c(-c3cccc(C(N)=O)c3)ccnc2O1 (centres undefined)	-48%[inhibitor]	16%	-15	0	i	-3%	/	-1.3
Cc1cc(=O)[nH]c(NCCO)n1	i	10%	3	-1	i	2%	1%	0.5
CSCC[C@H](NC(=O)C1=NN(c2c(F)c(F)cc(F)c2F)C(=O)CC1)c1nc2ccccc2[nH]1	-29%	-4%	-3	9	i	6%	0%	1.7
CN(Cc1ccccc1)C(=O)NC1CCCCC1	i	-13%	7	7	i	6%	4%	-1.4
COCCN1C(=O)N[C@@H](c2ccccc2)[C@H](C(C)=O)[C@H]1C	15%	12%	2	-7	i	12%	/	-1.6
COc1cccc(CNCc2ccccn2)c1OC	i	1%	-23	-14	i	11%	1%	-0.5
O=C(NCc1cccnc1)c1cc(Sc2ccccc2Cl)nc2ccccc12	-36%[inhibitor]	14%	?	5	i	-5%	-4%	-1.4
CSc1ncc(Cl)c(C(=O)Nc2nnc(SC)s2)n1	-6%[57.5 µM]	-7%	-3	9	i	1%	-1%	-1.9
CC(NC(=O)CN1CCN(C(=O)c2cccs2)CC1)c1ccc(F)cc1F (centres undefined)	i	9%	-3	-1	i	6%	0%	0.8
COc1ccc(C2c3[nH]c4ccccc4c3CCN2CCCn2cccn2)c(C)c1C (centres undefined)	0%	15%	-1	-8	i	-8%	0%	0.7
CCCC(=NC(C)CC)C1=C(O)CC(c2ccccc2)CC1=O (centres undefined)	-6%	-1%	0	-7	i	1%	-2%	-0.3
Cn1c(N)c(C(=O)CSc2n[nH]c(N)n2)c(=O)n(C)c1=O	i	8%	22	-7	i	16%	1%	0.2
CN(C)c1ccc(/C=C(\Cl)c2nc3ccccc3s2)cc1	-23%	?	-1	-22	i	23%	2%	0.5
CN(C)c1ccc(-n2cccc2/C=N/n2cnnc2)cc1	-16%	-1%	9	6	i	4%	-1%	-2.4
CC(C)CN(C(=O)c1cccc(F)c1)c1c(N)n(CC(C)C)c(=O)[nH]c1=O	i	-4%	1	25	i	-6%	1%	-0.7
COc1cccc(CN(C)C(=O)CSCC(=O)Nc2cc(C)on2)c1OC	i	6%	-3	-6	i	0%	-1%	-2.5
CCOc1ccc(C(=O)CCC(=O)N(CC)CC(=O)Nc2c(F)cccc2F)cc1	i	-1%	-10	3	i	6%	-2%	1.0
Cc1cc(NC(=O)CN2C(=O)c3ccccc3S2(=O)=O)no1	-18%	2%	0	0	i	0%	-2%	0.0
O=C(Cc1ccccc1)Nc1ccccc1C(=O)O	-20%	-6%	23	2	i	11%	-1%	1.1
O=C(NC(=O)c1ccccc1F)Nc1nc(-c2cccs2)cc(C(F)(F)F)n1	-13%	-13%	12	0	i	-6%	-2%	0.0

One compound at a time, as listed above:
Listed for CN(C(=O)c1cccc(NC(=O)Cc2ccc(NC(=O)C3CCCN(C(=O)C4CCCCC4)C3)cc2)c1)C1CC1 (centres undefined) = PTHR1 agonist = i; EPAC2 agonist = 3%; DRD3 antagonist = 12; D3 ag = 12; pAkt inh = i; EPAC2 antagonist = -11%; MmCpn inh = /; CCT chaperon mod = -1.4
Listed for Cc1ccc(C(=O)OC2CCS(=O)(=O)c3sccc32)cc1 (centres undefined) = PTHR1 agonist = -8%; EPAC2 agonist = 10%; DRD3 antagonist = -18; D3 ag = 3; pAkt inh = i; EPAC2 antagonist = 6%; MmCpn inh = -1%; CCT chaperon mod = -17

Further results follow.
SMILES	PTHR1 agonist	EPAC2 agonist	DRD3 antagonist	D3 ag	pAkt inh	EPAC2 antagonist	MmCpn inh	CCT chaperon mod
CCN(CC)CCN(Cc1cc2cc(C)ccc2[nH]c1=O)C(=O)Nc1ccccc1OC	-20%[57.5 µM]	-13%	-21	-3	i	1%	0%	-1.9
Cc1ccc(S(=O)(=O)NC(=O)C2(C)CCN2C(=O)C2(c3ccc(Cl)cc3)CCC2)cc1 (centres undefined)	-21%	6%	-29	-12	i	-28%	/	-2.9
CCCn1c(CCC(=O)O)nc2cc(S(=O)(=O)N(CC)CC)ccc21	22%	4%	15	3	i	-3%	0%	-2.6
O=C(NCC1CCCO1)c1c(O)c2cccc3c2n(c1=O)CCC3 (centres undefined)	i	4%	0	-2	?	4%	0%	-11
CC(=O)Nc1ccc(-c2ccnc3c2CC(C)(C(=O)Nc2cccc(C(C)=O)c2)O3)cc1 (centres undefined)	-7%	16%	-6	-3	i	-1%	/	1.8
O=C(CN1CCCCCC1)Nc1nc2ccccc2s1	i	0%	4	-2	i	2%	/	0.1
CSc1ccccc1OCc1cc(C(=O)NC(C)Cn2cncn2)no1 (centres undefined)	-11%	-7%	16	4	i	-4%	2%	-0.6
CCC(NC(=O)c1ccc2nc(Cc3ccc(OC)cc3)oc2c1)c1ccncc1 (centres undefined)	-36%[inhibitor]	1%	22	-9	/	6%	-1%	-84*
O=C(O)CC1SC(=Nc2cccc(C(F)(F)F)c2)NC1=O (centres undefined)	-19%	-10%	15	3	i	6%	0%	0.1
Cc1cc(C)cc(Nc2c3c(nc4ncnn24)CCC3)c1	0%	-6%	13	3	i	0%	-1%	3.9
COc1cccc(-c2nc(CS(=O)(=O)CC(=O)NC3CCC(C)CC3)c(C)o2)c1 (centres undefined)	-30%	-11%	4	-5	i	18%	0%	0.7
O=C(c1c[nH]c(C(=O)C(Cl)(Cl)Cl)c1)c1ccccc1Cl	i	11%	0	-4	i	-7%	/	-1.3
CC(C)c1ccc(Nc2c([N+](=O)[O-])c(=O)n(C)c3ccccc23)cc1	-13%	8%	0	-6	i	-7%	3%	0.1
Cc1cccc(-c2cc(N)n(-c3ccccc3)n2)c1	-24%	13%	-3	-1	i	0%	-3%	0.8
CC(C)N(N=Nc1ccc([N+](=O)[O-])cc1)C(C)C	i	5%	5	-3	i	4%	0%	0.3
COc1ccccc1OCC(=O)NC1CCCCCC1	5%[57.5 µM]	12%	-4	-9	i	-6%	2%	-1.6
CC(C)(C)OC(=O)N1CCC2(CC1)Oc1ccc(F)cc1C(=O)C21CC(c2ccccc2)=NO1 (centres undefined)	i	0%	16	-13	i	-6%	/	1.1
Cc1cccc(Cn2cc(SCC(=O)Nc3nccs3)c3ccccc32)c1	-22%	7%	15	-2	i	2%	1%	1.3
COc1ccc(C2=NOC(Cn3nc(-c4ccccc4)cc3C(=O)NCc3cccc(C(F)(F)F)c3)C2)cc1 (centres undefined)	-5%	-13%	62	24	i	?	2%	-0.1
CCCc1c(-c2ccccc2Br)ncn1Cc1ccccc1OC	i	9%	1	-4	i	?	/	-0.4
COc1ccccc1/C=C(/NC(=O)c1ccc(Cl)cc1Cl)C(=O)O	i	-7%	-16	-4	i	-11%	1%	0.7
